# Screening results deposited in PubChem BioAssay by National Center for Advancing Translational Sciences (NCATS).
# FUS yeast rescue: suppressors of FUS proteinopathy in yeast; AID 1347120; S. cerevisiae FUS-expressing, growth rescue, OD600, 24 h; Potency, µM (top dose mostly 76.6 µM), for the others: top-dose growth rescue (activation), actives largely listed as activators; actives 0.24% (n = 390,000);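 further: potency means the concentration at half of the fitted maximal effect; plate controls were DMSO vehicle for no effect and reference control for full effect; nearly all actives have a fitted effect of over 55% in size; some results filed as inactive show a strong effect at the top dose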
#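 Cultures pregrown in 2.5% raffinose medium are shifted to minimal medium containing 2% galactose to express toxic FUS. Compounds are tested at several concentrations. After 24hr at 30C, growth is quantified at 600 nm absorbance.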
# EPAC2 agonist: activates human EPAC2 exchange factor; Potency, µM (highest dose often 154 µM), for inactives: top-dose activation, most hits filed as activators; AID 720711; EPAC2 activation, biochemical qHTS; response scale: 100% = 6.5 mM cAMP response; actives 0.079% (n = 360,000); further: potency means the concentration at half of the fitted maximal effect; nearly all actives have a fitted effect of over 50% in size
#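 Exchange assay: 100 nM EPAC2 with 250 nM Rap1B-BODIPY-GDP and 50 uM GDP. Fluorescence (ex 480/em 540 nm) read every 5 min for 30 min at room temperature. Data normalized to 6.5 mM cAMP as agonist control.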
# Abeta rescue: A-beta toxicity reversal in yeast; yeast expressing A-beta42, growth rescue, OD600, 48 h; response scale: 0% DMSO, 100% iron-clioquinol control; Potency, µM (top dose mostly 46.1 µM), inactives show top-dose growth rescue, actives largely listed as activators; actives 0.063% (n = 410,000); further: potency means the concentration at half of the fitted maximal effect; nearly all actives have a fitted effect of over 55% in size
#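 Yeast growth medium received pinned compounds, then yeast cells expressing toxic A-beta were added; plates incubated at 30 C for 48 hr. Growth read as absorbance at 600 nm, normalized to DMSO and equimolar FeCl3 plus clioquinol controls.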
# D3 antag: blocks the human D3 dopamine receptor; D3R cells, DiscoveRx beta-arrestin luminescence, antagonist mode; hits give low values; max response, negative = inhibition, %; actives 2.5% (n = 360,000); in the data active means max response below about -50%; inconclusive means no clear call, values can overlap the other calls; further: on the % scale 0 is the no-effect control and ±100 the full control effect; mostly tested at two doses, the higher about 12 µM
# Target sequence (P35462 whole entry, looked up): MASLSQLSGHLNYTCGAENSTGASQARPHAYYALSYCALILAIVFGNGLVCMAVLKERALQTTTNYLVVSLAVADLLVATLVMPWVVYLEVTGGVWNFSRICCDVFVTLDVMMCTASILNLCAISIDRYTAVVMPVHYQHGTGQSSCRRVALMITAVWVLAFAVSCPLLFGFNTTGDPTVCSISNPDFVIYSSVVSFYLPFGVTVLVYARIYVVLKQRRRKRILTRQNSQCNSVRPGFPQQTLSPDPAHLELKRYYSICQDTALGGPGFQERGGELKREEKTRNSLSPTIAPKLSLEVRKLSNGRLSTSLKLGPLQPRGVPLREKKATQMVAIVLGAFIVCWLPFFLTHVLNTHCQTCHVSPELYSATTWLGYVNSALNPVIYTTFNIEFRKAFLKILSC
#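 Cells expressing the human receptor were seeded at 1500 cells/well, incubated overnight at 37 degrees C in 5% CO2, then exposed to library compounds with dopamine controls for 90 minutes at 37 degrees C before luminescent detection.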
# EPAC2 antagonist: EPAC2 (human) antagonism. Q8WZA2. EPAC2 GEF exchange of Rap1B-BODIPY-GDP, fluorescence. Potency, µM (titrated, usually from 114 µM), inactives show top-dose activity, negative = inhibition, usual class: inhibitors. actives 0.18% (n = 360,000). AID 720708; further: potency means the concentration at half of the fitted maximal effect; on the % scale 0 is the no-effect control and ±100 the full control effect; nearly all actives have a fitted effect of over 45% in size; many of its hits are not listed in these tables
# D3 ag: D3 dopamine receptor (human) agonism | D3R DiscoveRx beta-arrestin cells, luminescence, 90 min | max activation, % | actives 0.58% (n = 410,000) | P35462 | AID 652048; in the data active means max activation above about 30%; further: 0% is about no effect; mostly tested at two doses, the higher about 12 µM
#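 Cells at 1500/well, incubated overnight, then treated with pinned compounds (dopamine as control) for 90 min at 37 degrees C. DiscoveRx reagent added for 30 - 60 minutes at room temperature; luminescence read.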
# aSyn yeast inh: rescues yeast growth from alpha-synuclein toxicity; Yeast expressing alpha-synuclein, growth rescue, BacTiter-Glo, 24 h; Potency, µM (titrated, usually from 46.1 µM), for inactives: top-dose growth rescue (activation), most hits filed as activators; actives 0.14% (n = 370,000); AID 652106; further: potency means the concentration at half of the fitted maximal effect; % of control where 0% means no effect; nearly all actives have a fitted effect of over 65% in size
#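 Galactose-induced alpha-syn yeast (OD600=0.02, raffinose-pregrown) + pinned cpd, 24 hr, 30 deg C; growth by BacTiter-Glo luminescence. Growth restoration scores as activation.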
# TDP43 rescue: inhibitors of TDP-43 toxicity in yeast | TDP-43 expressing yeast growth rescue, BacTiter-Glo, 24 h | Potency, µM (titrated, usually from 46.1 µM), without a hit: at the top dose growth rescue (activation), usual class: activators | actives 1.8% (n = 410,000) | AID 652104; further: potency means the concentration at half of the fitted maximal effect; % of control where 0% means no effect; nearly all actives have a fitted effect of over 50% in size
#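 Yeast cells expressing TDP-43 under galactose induction are exposed to compounds for 24 hr at 30 deg C. BacTiter-Glo luminescence measures growth, so protective compounds score as activators.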
# * hit, by the source's call; ? = inconclusive; nt = not tested or not shown; & = joins results of further samples; [ ] = remark or other dose. Unless noted, the call rests on the fitted dose curve; in most records, active means well fitted curve in the direction sought with a large enough effect; inconclusive means small, poorly fitted or top-dose-only effect, or another doubt; inactive means no such curve, though single readings can be large; an effect the other way counts as inactive or inconclusive. The list is partial (hit frequency here may not be typical).
SMILES,FUS yeast rescue,EPAC2 agonist,Abeta rescue,D3 antag,EPAC2 antagonist,D3 ag,aSyn yeast inh,TDP43 rescue
CCOC(=O)CCSc1nc(C)cc(C(F)(F)F)c1C#N,6.1%,12.0%,-1.5%,-18.1,4.3%,-1.3,-5.2%,13.1%
CS(=O)(=O)c1ccc(C(=O)Nc2ccc(N3CCOCC3)cc2)c(Cl)c1,29.7%,3.7%,-7.7%,-4.6,25.5%,-9.4,0.5%,-22.0%
COc1cccc(-c2cc(NC=O)c3ncc(-c4ccc(C(C)=O)cc4)n3c2)c1,?,2.2%,-3.2%,6.5,7.6%,-2.0,?,?
Cc1nc(NC(CC(C)C)C(=O)O)c2nc(C)oc2n1 (stereo unspecified),15.1%,11.9%,-4.5%,12.1,4.4%,5.6,3.0%,3.9%
Cc1cc(C)c2[nH]c(C(=O)N3CCC(n4nccc4NC(=O)C4CC4)CC3)c(C)c2c1,nt,-4.7%,11.3%,0.7,-1.1%,-2.0,1.8%,-6.1%
COc1ccc(C(=O)N/C(=C\c2cccs2)c2nc3ccccc3[nH]2)cc1OC,12.3%,0.6%,-3.8%,-8.4,-3.4%,-44.7,-6.7%,-10.4%
COCCCn1c2nc3ccccc3nc2c2c(=O)n(-c3ccccc3OC)cnc21,-8.9%,8.9%,22.3%,28.5,-8.9%,-2.3,-1.1%,-0.1%
COc1ccccc1Nc1nnc(SCC(=O)NC2CCCC2)s1,-21.5%,12.4%,-3.9%,-14.1,-0.3%,-11.1,2.4%,0.7%
COC(=O)C1=C(C)N(Cc2ccccc2)C(=O)N[C@H]1CCc1ccccc1,-27.1%,2.9%,-2.1%,0.0,8.0%,0.5,-1.7%,0.0%
Cc1cnc(C(=O)OCC(=O)Nc2ccc(Br)cc2F)cn1,nt,-3.2%,4.5%,-10.9,-0.2%,-1.0,0.7%,0.0%
Cc1cccc(C)c1NC(=O)CCCn1nc(C)c2c(C)n(-c3ccccc3)nc2c1=O,-1.4%,-11.6%,14.7%,-2.0,14.6%,-0.4,0.3%,3.8%
COc1cccc(NC(=O)N2CCN(c3ccc(C(F)(F)F)cn3)CC2)c1,7.2%,9.1%,-6.7%,17.6,7.9%,-15.4,-0.8%,-11.1%
CCCCC(=O)NC(=S)Nc1c(C)cc(Br)cc1C,-12.6%,7.6%,15.1%,4.6,0.1%[57.1 µM],-2.4,-13.1%,9.8%
CC(C)=CCC/C(C)=C/CNC(=O)C[C@H]1C[C@H](C(=O)N2CCCCC2)[C@@]2(C)c3[nH]c4cc(CCC(=O)N(C)C)ccc4c3CCN2C1=O,?,1.5%,5.4%,15.5,-15.9%,-1.8,1.1%,13.2%
COc1ccc([C@H]2CC(=O)C=C(c3cccc(Br)c3)C2)cc1OC,?,6.4%,24.5%,36.2,-24.1%,4.5,15.3%,35.5µM*
CC(C)Oc1ccc(CC(=O)NNC(=S)Nc2ccc(Br)cc2)cc1,22.6%,-7.9%,26.6%,-0.8,2.0%,-3.3,10.2%,?
CSc1nc(NCCOC(C)=O)c(C#N)c(-c2ccc(C(C)(C)C)cc2)n1,17.2%,nt,-8.8%,nt,nt,-4.9,nt,1.7%
O=C(c1ccc2c(c1)OCO2)N(c1ccc(Br)cc1)C1C=CS(=O)(=O)C1 (stereo unspecified),nt,0.5%,-7.7%,2.3,-0.4%,0.1,0.5%,12.2%
c1csc(CNc2ncnc3nc[nH]c23)c1,-3.8%,13.5%,0.8%,34.0,4.8%,10.8,-3.3%&-0.9%&13.7%,21.0%
OCC1(C2=NOC(O)(C(F)(F)F)C2)CCCCC1 (stereo unspecified),-4.1%,6.6%,14.6%,7.3,5.3%,14.6,2.7%,-15.0%
CCOC(=O)c1cnc2ccc(C)cc2c1NCCO,17.3%,-1.5%,12.8%,17.7,-3.0%,0.0,-8.7%,-3.4%
CSc1cccc(NC(=O)CN(c2ccc(C)cc2C)S(C)(=O)=O)c1,19.3%,1.6%,-0.9%,4.6,-10.1%,-1.0,5.7%,4.8%
Cc1cc(C)n(-c2ccc(C(=O)OCC(=O)NCc3ccco3)cc2)n1,20.0%,2.6%,28.2%,10.4,4.2%,1.5,-1.0%,10.8%
COc1ccc(C(C)(NC(C)=O)c2nc(-c3cccc4cccnc34)cs2)cc1 (stereo unspecified),-13.0%,14.8%,1.4%,-9.2,7.4%,-2.5,-21.1%,23.5%
NC(=O)c1ccsc1NC(=O)COC(=O)c1cnccn1,nt,1.1%,-10.8%,10.8,-4.8%,0.9,-0.9%,-2.7%

# Reformatted with values under each structure: part of the list above.
# The line under a structure holds: FUS yeast rescue | EPAC2 agonist | Abeta rescue | D3 antag | EPAC2 antagonist | D3 ag | aSyn yeast inh | TDP43 rescue
- c1csc(CNc2ncnc3nc[nH]c23)c1
  -3.8% | 13.5% | 0.8% | 34.0 | 4.8% | 10.8 | -3.3%&-0.9%&13.7% | 21.0%
- OCC1(C2=NOC(O)(C(F)(F)F)C2)CCCCC1 (stereo unspecified)
  -4.1% | 6.6% | 14.6% | 7.3 | 5.3% | 14.6 | 2.7% | -15.0%
- CCOC(=O)c1cnc2ccc(C)cc2c1NCCO
  17.3% | -1.5% | 12.8% | 17.7 | -3.0% | 0.0 | -8.7% | -3.4%

# (next part)
SMILES,FUS yeast rescue,EPAC2 agonist,Abeta rescue,D3 antag,EPAC2 antagonist,D3 ag,aSyn yeast inh,TDP43 rescue
CC(=O)N1CCOc2ccc(S(=O)(=O)N3CCC(C(=O)Nc4ccccc4F)CC3)cc21,15.4%,-0.9%,10.0%,23.3,0.8%,7.6,2.0%,-1.6%
CCC(C)Nc1nc(N)c([N+](=O)[O-])c(Nc2cc(OC)ccc2OC)n1 (stereo unspecified),39.8%,21.9%,-20.1%,-5.6,-25.9%,-4.0,1.7%,?
CSc1cccc(NS(=O)(=O)c2ccc(C(C)=O)cc2)c1,6.3%,8.5%,22.7%,-14.8,-5.2%,-6.1,6.0%,10.6%
Cc1cc(NC(=O)COc2ccc(Cl)cc2Cl)n(-c2ccccc2)n1,8.9%,-9.7%,4.1%,-8.8,9.8%[57.1 µM],2.9,2.8%,17.5%
Cc1cc2c(cc1C)N[C@]1(C[C@H]3CCCC(=O)N4CC[C@@H](C1)[C@@H]34)C(=NC(C)(C)CC(C)(C)C)N2,-6.0%,-8.2%,-1.2%,5.4,-17.5%,-25.4,0.6%,4.9%
CCN1CCN(c2cc3nc(C)n(Cc4ccccc4)c(=O)c3cc2NC(=O)c2ccccc2F)CC1,29.4%,2.3%,-8.0%,-17.9,-2.4%,-2.2,1.1%,-5.1%[9.22 µM]
COc1ccc(N2CCN(C(=O)C3CCN(S(=O)(=O)c4cnc[nH]4)CC3)CC2)cc1,-5.9%,nt,-7.4%,nt,nt,0.9,nt,0.2%
Cc1ccc(S(=O)(=O)N(C)CC(=O)Nc2cccc(C)n2)cc1,-16.8%,-1.9%,17.7%,-0.5,-2.9%,3.6,0.5%,24.0%
Cn1c(SCC(=O)Nc2ccc(Br)cc2)nc(O)cc1=O,?,10.9%,-8.9%,-4.4,-8.9%,1.6,-1.1%,-6.5%
CCCCc1n[nH]c2c1/C(=N/O)CC(C)(C)C2,18.0%,3.3%,-11.3%,10.3,-0.1%,0.5,-5.0%,3.3%
COc1ccc(-c2nnn(CC(=O)N(CC(=O)NC3CCCC3)Cc3ccco3)n2)cc1OC,15.1%,0.0%,-11.2%,-2.2,2.0%,1.4,-0.2%,17.9%[9.22 µM]
CC1CCN(C(=O)C2CCCCN2S(=O)(=O)c2cccc([N+](=O)[O-])c2)CC1 (stereo unspecified),-14.3%,9.6%,-1.6%,6.8,0.0%,0.5,1.8%,27.2%
O=C(NCc1cccs1)c1csc([C@@H]2C[C@H](O)[C@@H](CO)O2)n1,-14.9%,1.8%,-1.9%,6.3,3.5%,-11.4,-10.7%,11.7%
O=C(O)COc1ccccc1/C=N/NC(=O)CSc1nc2ccccc2c(=O)n1-c1ccccc1,4.0%,-1.1%,-6.6%,2.6,-4.1%,-0.7,-0.5%,-0.7%
Nn1c(SCC(=O)Nc2ccccc2F)nnc1-c1cccs1,11.9%,9.2%,-4.3%,6.0,-6.1%,7.6,3.6%,-31.1%[inhibitor]
CN(C)c1ccc(C(CNS(=O)(=O)c2ccc([N+](=O)[O-])cc2)N2CCCC2)cc1 (stereo unspecified),13.8%,9.2%,-6.6%,4.8,-8.5%,-2.5,-4.1%,-3.5%
Cc1ccc(NC2=C(CC(=O)O)C(c3ccc(F)cc3)N(c3ccc(C)cc3)C2=O)cc1 (stereo unspecified),16.8%,nt,-8.6%,nt,nt,7.7,nt,21.9%
O=C(c1cccc(C(F)(F)F)c1)N1CCOC12CCN(c1ncc(C(F)(F)F)cc1Cl)CC2,-7.6%,-4.3%,21.2%,0.0,-12.3%[57.1 µM],-5.7,0.6%,3.1%
COc1ccc(CC(=O)OCC(=O)N2N=C(c3ccccc3)CC2c2ccc(OC)cc2)cc1 (stereo unspecified),nt,1.9%,29.9%,2.1,9.3%,1.7,1.4%,-0.8%
Cc1ccc(C)c(NC(=O)c2cc(S(=O)(=O)NCCc3ccccc3)ccc2F)c1,10.6%,nt,19.4%,nt,nt,0.3,nt,15.5%
CC(=O)NC(Cc1ccccc1)C(=O)Oc1ccc2ccccc2c1 (stereo unspecified),13.1%,4.6%,17.4%,4.4,2.0%,-2.1,1.3%,6.9%
O=C(CNC(=O)c1cccnc1)N/N=C/c1cc(Br)c(O)c(Br)c1,7.3%,3.5%,-0.9%,39.6,-3.0%,1.2,-5.8%,-3.4%
CCOC(=O)c1c(C)[nH]c(C(=O)COC(=O)CSC)c1C,6.0%,6.7%,12.9%,-20.0,-4.8%,0.1,-4.3%,3.5%
O=C(CC[C@H]1O[C@@H](n2ccc(=O)[nH]c2=O)[C@H](O)[C@@H]1O)NCCc1c[nH]c2ccccc12,32.6%,9.3%,0.5%,16.6,-0.2%,13.2,3.3%,22.7%
CCCc1cnc2c(c1SCC(=O)NCc1ccc(C)cc1)c(=O)n(C)c(=O)n2C,11.3%,nt,-16.6%,nt,nt,-6.1,nt,11.8%
CCOC(=O)c1c(/N=C/N(C)C)sc(C(=O)OC)c1C,7.1%,4.9%,-21.0%,-11.3,-2.1%,-5.8,-2.0%,?
CS(=O)(=O)N(CCC(=O)O)Cc1ccccc1,?,6.3%,9.7%,-15.8,-0.2%,-2.5,-0.5%,-10.2%
CC1Oc2ccccc2C=C1/C=N\NC(=O)c1cccnc1 (stereo unspecified),0.7%,-1.9%,11.7%,9.4,-1.0%,6.6,2.8%,24.5%
